# MITF primary: human MITF inhibition, primary screen; AlphaScreen MITF homodimerization, bead proximity signal; inhibition, % at 2.6 µM; AID 1259374; 650,000 tested, 0.91% active; in the data active = inhibition above about 50%;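 note: 0% = vehicle wells with protein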
# GPR151 activ: activates the human receptor GPR151. Q8TDV0. PathHunter beta-arrestin GPR151 cells, luminescence. activation, % at 11.2 µM. 650,000 tested, 1% active. AID 1508602; in the data active = activation above about 4.9%;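 note: 0% = median of compound wells and 100% = cells with positive control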
# TEAD-YAP block: TEAD-YAP interaction inhibition; inhibition, % at 9.12 µM; AID 1259422; HEK-TIYL cells, TEAD-Gal4/YAP UAS-luciferase luminescence; 640,000 tested, 1.4% active; in the data active = inhibition above about 32%;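 note: 0% = median of test compound wells and 100% = reference inhibitor wells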
# FBW7 activator: human FBW7 E3 ligase activation, primary screen. AlphaScreen FBW7–phospho-cyclin E peptide binding, activator screen. normalized activity (activation), % at 26.1 µM. 650,000 tested, 0.13% active; in the data active = normalized activity above about 1.9%;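 note: purified mutant Fbw7 with reduced substrate affinity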
# Target sequence (Q969H0 whole entry, looked up): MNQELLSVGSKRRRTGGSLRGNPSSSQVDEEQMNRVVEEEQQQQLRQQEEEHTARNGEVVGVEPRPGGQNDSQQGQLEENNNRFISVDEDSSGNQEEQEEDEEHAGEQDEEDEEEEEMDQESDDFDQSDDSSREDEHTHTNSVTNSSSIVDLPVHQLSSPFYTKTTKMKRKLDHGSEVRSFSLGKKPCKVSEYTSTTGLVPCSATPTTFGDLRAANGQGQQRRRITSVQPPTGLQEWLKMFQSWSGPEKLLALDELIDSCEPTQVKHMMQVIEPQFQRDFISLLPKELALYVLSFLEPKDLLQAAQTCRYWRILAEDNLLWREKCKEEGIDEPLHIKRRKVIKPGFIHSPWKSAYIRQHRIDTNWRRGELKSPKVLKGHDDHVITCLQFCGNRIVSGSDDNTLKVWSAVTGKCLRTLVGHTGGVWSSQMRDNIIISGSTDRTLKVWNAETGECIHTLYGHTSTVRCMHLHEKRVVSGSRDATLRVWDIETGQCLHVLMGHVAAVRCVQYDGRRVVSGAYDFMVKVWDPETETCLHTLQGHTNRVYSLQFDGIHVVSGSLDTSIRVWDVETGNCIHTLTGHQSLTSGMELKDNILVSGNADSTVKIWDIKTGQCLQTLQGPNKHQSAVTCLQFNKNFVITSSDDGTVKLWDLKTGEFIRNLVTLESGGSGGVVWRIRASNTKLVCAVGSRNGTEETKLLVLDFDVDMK
# * = called active by the depositor.
SMILES,MITF primary,GPR151 activ,TEAD-YAP block,FBW7 activator
Cn1c(SCc2ccncc2)nnc1C1CCN(C/C=C/c2ccco2)CC1,13,-1.1,-2,0.0
CC1=C(C(N)=O)C(c2ccccn2)n2nc(SCc3ccccc3F)nc2N1 (configuration not stated),3,1.3,7,0.0
Cc1ccc(S(=O)(=O)NCC(=O)OCc2cc(=O)oc3c(C)c(C)ccc23)cc1,15,-2.4,-12,0.6
Cc1ccc(N2CCN(c3nc4ccccc4n4cnnc34)CC2)c(C)c1,0,-0.5,12,-0.1
CC(=O)Nc1ccc(S(=O)(=O)NC2CC3CCC2C3)cc1 (configuration not stated),17,-0.4,-4,0.1
O=C1C2C3CC(C(Br)C3Br)C2C(=O)N1c1ccc([N+](=O)[O-])cc1 (configuration not stated),17,0.7,11,0.1
COC(=O)CSc1nc(N)c(C#N)c(-c2ccccc2)c1C#N,2,0.9,-14,0.0
Nc1nc(NCCO)cc(N2CCN(c3ccccn3)CC2)n1,-9,-0.7,1,-0.1
COc1ccc2c(c1)OC(C)CN(Cc1ccccc1O)C2 (configuration not stated),15,-0.4,9,-0.1
COc1ccc(CNCc2cc3sccc3n2C)cc1,10,1.4,-2,-0.3
CCOC(=O)c1ccc(N2C(=O)C(CC(=O)Nc3ccc(C(=O)OC)cc3)N(CCCN3CCC(Cc4ccccc4)CC3)C2=S)cc1 (configuration not stated),27,-2.2,-9,0.3
Cc1ccc2nc(SCC(=O)Nc3ccc(Cl)cc3)[nH]c2c1,-4,-1.6,12,-0.2
Nc1cc(-c2ccccc2)nn1S(=O)(=O)c1ccc(Br)cc1,18,-1.9,-6,0.7
CC(CC(=O)NNC(=O)c1cccc(Cl)c1)c1ccccc1 (configuration not stated),10,1.4,-5,0.1
O=C(CCC1=NS(=O)(=O)c2ccccc2N1)NC1CCCC1,3,0.6,1,-0.4
COCCCNc1ccc(C(N)=O)cc1[N+](=O)[O-],19,2.9,-1,0.1
CCOc1ccc(S(=O)(=O)NCCO)cc1C,19,-0.6,5,0.2
O=c1c2nccnc2[nH]c(=S)n1CCc1c[nH]c2ccccc12,6,-0.5,-4,-0.1
Cc1ccc(Nc2cc(C)nc3nc(C)nn23)c(Cl)c1,-5,-1.7,-1,-0.1
Fc1ccc(-c2cc(NCCCn3ccnc3)nc(-c3ccncc3)n2)cc1,43,0.6,-4,-0.5
CCC(C)SCc1cc(C(=O)O)oc1C (configuration not stated),14,1.5,-1,0.5
COCCCNC(=O)CCc1nc(-c2ccc(C)cc2)no1,-5,-0.7,9,-0.3
Cc1ccc(-c2csc(=Nc3ccccc3)n2Cc2ccc(Cl)cc2)cc1,6,-0.3,-3,0.3
CN1CCN(C(=O)c2ccc(-c3nc(NC4CC4)c4ncn(CCN5CCCC5=O)c4n3)cc2)CC1,-2,0.7,-7,0.0
O=C(CC1C(=O)NCCN1Cc1ccccc1C(F)(F)F)NCc1cccc2[nH]ccc12 (configuration not stated),1,0.3,8,0.1
COC(=O)C(C)n1cnc2sc3c(c2c1=O)CCC(C)C3 (configuration not stated),7,0.6,0,0.1
O=C(Nc1ccc([N+](=O)[O-])cc1)Nc1ccc2[nH]c(=O)[nH]c2c1,6,-0.3,5,0.1
CCOC(=O)c1cc2c(=O)n3ccccc3nc2n(CC(C)C)c1=NC(=O)c1ccncc1,2,0.2,10,0.2
Cc1ccc(S(=O)(=O)Nc2cccc3ccccc23)cc1[N+](=O)[O-],7,1.3,12,0.3
COC(=O)CSc1nnc(-c2ccc3[nH]c(C)c(C)c3c2)o1,7,-1.9,13,1.2
COCC(=O)Nc1c(C(=O)Nc2ccc(F)c(F)c2)oc2ccccc12,3,-0.3,7,0.6
CCc1ccc(N/C(SCc2ccccc2Cl)=C(/C#N)C(N)=O)cc1,4,-0.1,16,0.0
O=C(O)c1ccc(-n2cccc2)cc1Cl,79*,-0.2,0,-0.4
COc1ccc(NC(=O)Cn2cnc3c(nnn3-c3cccc(OC)c3)c2=O)cc1,4,-0.1,8,0.1
COc1ccc(/C=C2\SC(=O)N(Cc3ccc(C)cc3)C2=O)cc1O,-12,-1.5,-3,-0.1
COC(=O)C(C)(Cl)CNS(=O)(=O)c1ccccc1 (configuration not stated),-2,2.3,4,0.1
CCOC(=O)N1CCC(NC(=O)C2CCC(CNS(=O)(=O)c3ccc(OC)cc3)CC2)CC1 (configuration not stated),-6,0.7,11,-0.1
O=C1c2ccc([N+](=O)[O-])cc2C(=O)N1c1ccccc1O,1,-0.2,5,0.1
CCOC(=O)c1c(NC(=O)CN2CCOCC2)sc(C(C)=O)c1C,24,8.4*,7,0.1
COc1ccccc1C1=NOC(C(=O)NCc2ccccn2)C1 (configuration not stated),-1,-0.2,-5,-0.2
COc1ccc(OC)c(NC(=O)c2ccccc2N2C(=O)C3CC=C(C)CC3C2=O)c1 (configuration not stated),15,1.4,8,0.1
O=S(=O)(NC1CCCCCCC1)c1ccccc1F,-3,2.1,5,0.1
Cc1cc2nc(C3CCCCN3C(=O)CCc3c(C)n[nH]c3C)[nH]c2cc1C (configuration not stated),19,-0.5,-5,1.1
COc1ccc(CCNC(=O)CN2C(=O)NC(C)(c3ccc(C(C)(C)C)cc3)C2=O)cc1 (configuration not stated),3,2.1,6,-0.1
C/C(=N\Nc1ccccc1)c1cc(Cl)ccc1O,6,1.4,-8,0.1
O=C(Cc1ccccc1)NCc1nnc2n1CCN(Cc1ccccn1)CC2,4,1.4,-4,0.1
CCOc1cc(C2NC(=O)NC(C)=C2C(=O)OCCc2ccccc2)ccc1O (configuration not stated),-3,0.0,-4,0.0
COc1ccc(Cl)cc1C(=O)NNc1cc(=O)n(C)c(=O)n1C,-16,1.7,8,0.0
Fc1ccccc1OCCCCn1cncn1,20,-1.1,0,0.8
COc1ccc(-c2csc(Nc3cccc(C(C)=O)c3)n2)cc1OC,-1,-1.4,-18,0.0

# 6 entries from above, with bars between the fields:
SMILES | MITF primary | GPR151 activ | TEAD-YAP block | FBW7 activator
Cc1ccc(Nc2cc(C)nc3nc(C)nn23)c(Cl)c1 | -5 | -1.7 | -1 | -0.1
Fc1ccc(-c2cc(NCCCn3ccnc3)nc(-c3ccncc3)n2)cc1 | 43 | 0.6 | -4 | -0.5
CCC(C)SCc1cc(C(=O)O)oc1C (configuration not stated) | 14 | 1.5 | -1 | 0.5
COCCCNC(=O)CCc1nc(-c2ccc(C)cc2)no1 | -5 | -0.7 | 9 | -0.3
Cc1ccc(-c2csc(=Nc3ccccc3)n2Cc2ccc(Cl)cc2)cc1 | 6 | -0.3 | -3 | 0.3
CN1CCN(C(=O)c2ccc(-c3nc(NC4CC4)c4ncn(CCN5CCCC5=O)c4n3)cc2)CC1 | -2 | 0.7 | -7 | 0.0

# New compounds follow
SMILES,MITF primary,GPR151 activ,TEAD-YAP block,FBW7 activator
Cc1c(C(=O)Nc2cc(Sc3ccc(F)cc3)cc([N+](=O)[O-])c2)sc2ncn(Cc3ccccc3F)c(=O)c12,19,5.1*,5,0.3
CCc1ccc(S(=O)(=O)NCc2ccc3c(c2)CCO3)cc1,8,-1.4,8,0.2
COc1ccc(-c2nnc(NC(=O)c3cccs3)s2)cc1OC,-9,1.3,-9,-0.1
Cc1nc(C)c(I)c(N2CCOCC2)n1,11,-1.5,0,0.0
CNc1nc(F)c(Br)c(=O)[nH]1,1,2.3,1,-0.1
O=C(Nc1ccc(F)cc1)c1csnn1,3,-1.3,-1,-0.1
COCCn1c(SCC(=O)NC2CCCC2)nc2c(c1=O)SCC2,8,-0.9,0,0.7
Cc1nnc(SCC(=O)Nc2ccc(OC(F)(F)F)cc2)[nH]c1=O,8,0.6,0,0.1
O=C(NCc1ccc2c(c1)OCO2)[C@H]1C=CCN1C(=O)NC1CCCCC1,-1,2.0,11,0.0
O=C(Nc1ccc2oc(-c3cccnc3)nc2c1)c1ncoc1-c1ccccc1Cl,21,-1.8,-14,0.9

# Reprinted at random: three records from the list.
SMILES,MITF primary,GPR151 activ,TEAD-YAP block,FBW7 activator
CNc1nc(F)c(Br)c(=O)[nH]1,1,2.3,1,-0.1
O=C(Nc1ccc2oc(-c3cccnc3)nc2c1)c1ncoc1-c1ccccc1Cl,21,-1.8,-14,0.9
O=C(NCc1ccc2c(c1)OCO2)[C@H]1C=CCN1C(=O)NC1CCCCC1,-1,2.0,11,0.0

# Of the compounds above, these have a furan ring, fused or not.
SMILES,MITF primary,GPR151 activ,TEAD-YAP block,FBW7 activator
Cn1c(SCc2ccncc2)nnc1C1CCN(C/C=C/c2ccco2)CC1,13,-1.1,-2,0.0
CCC(C)SCc1cc(C(=O)O)oc1C (configuration not stated),14,1.5,-1,0.5
COCC(=O)Nc1c(C(=O)Nc2ccc(F)c(F)c2)oc2ccccc12,3,-0.3,7,0.6

# More compounds follow:
SMILES,MITF primary,GPR151 activ,TEAD-YAP block,FBW7 activator
Cc1cc(C)cc(NC(=O)CN(c2cc([N+](=O)[O-])ccc2C)S(C)(=O)=O)c1,-28,-0.9,-13,0.0
CCOCCCNC(=O)c1nnc(Cc2c(F)cccc2Cl)o1,-7,-0.1,0,0.1
COc1ccc(OC)c(NC(=O)CN2C(=O)CC(C)Sc3ccccc32)c1 (configuration not stated),20,-0.3,4,0.3
CC(=O)c1cccc(NC(=O)Nc2ccc(Br)c(Cl)c2)c1,-3,1.2,-10,-0.2
CC1=C(C(=O)OCCc2ccccc2)C(c2ccccc2F)NC(=O)N1 (configuration not stated),-11,-0.2,8,0.0
N#Cc1c(NC(=O)CSc2nc3scc(-c4ccccc4)c3c(=O)n2-c2ccccc2)sc2c1CCCCC2,-3,0.3,11,-0.1
CC(C)(C)c1ccc(S(=O)(=O)N2CCN(C3CCCC3)CC2)cc1,12,-0.9,-1,0.0
COc1cc(C)ccc1S(=O)(=O)n1nc(C)cc1C,6,-0.5,2,0.5
CCC(=O)NNC(=O)CCC(=O)Nc1ccccc1,5,0.2,7,-0.1
CCC(=O)Nc1cc2c(cc1Br)n(C)c(=O)n2C,-12,-1.5,7,-0.1

# 3 entries out of the list, sorted by count of non-hydrogen atoms, high to low.
SMILES,MITF primary,GPR151 activ,TEAD-YAP block,FBW7 activator
N#Cc1c(NC(=O)CSc2nc3scc(-c4ccccc4)c3c(=O)n2-c2ccccc2)sc2c1CCCCC2,-3,0.3,11,-0.1
Cc1cc(C)cc(NC(=O)CN(c2cc([N+](=O)[O-])ccc2C)S(C)(=O)=O)c1,-28,-0.9,-13,0.0
CCC(=O)Nc1cc2c(cc1Br)n(C)c(=O)n2C,-12,-1.5,7,-0.1

# (list continues)
SMILES,MITF primary,GPR151 activ,TEAD-YAP block,FBW7 activator
Cc1ccccc1Cn1cc(NC(=O)c2cc(-c3ccco3)on2)cn1,-2,0.0,-10,0.0
O=C(OC(C(=O)O)C(OC(=O)c1ccccc1)C(=O)NC1CCCCC1)c1ccccc1 (configuration not stated),1,-0.3,7,-0.2
C/C(N)=C(/C#N)C(=O)CSc1n[nH]c(-c2ccccc2Br)n1,8,-0.4,-14,0.0
O=c1oc2cc([N+](=O)[O-])ccc2nc1/C=C(\O)c1ccco1,3,-0.6,-26,-0.1
Clc1ccc(CNc2nc(SCc3cccc(Cl)c3)nc3ccccc23)cc1,3,1.1,3,0.0
Cc1ccc(-n2c3c(cc(C(=O)Nc4ccc(F)cc4)c2=O)C(=O)CCC3)cc1,12,5.5*,0,0.1
O=C(NCc1ccc(Cl)c(Cl)c1)c1ccco1,22,-1.1,-6,0.0
CC1CN(C(=O)c2ccccc2)OC(c2cccs2)O1 (configuration not stated),10,0.9,7,0.2
NC(=O)COC(=O)c1ccc(-c2ccccc2)cc1,4,-5.1,-3,-0.1
CC(=O)Nc1nnc(SCc2cc(=O)c(OC(=O)c3c(F)cccc3F)co2)s1,3,-1.0,3,-0.1
CN(CCc1ccccc1)C1CCCN(C(=O)Cn2cccn2)C1 (configuration not stated),12,2.4,-6,0.1
O=C(CNS(=O)(=O)c1ccc([N+](=O)[O-])cc1)OC1CCCCC1,5,2.0,8,-0.1
C=CCNc1cc(-c2ccncc2)nc(-c2ccccc2)n1,1,-1.5,3,-0.1
COc1ccc(CNCc2c(C(=O)O)[nH]c3cc(OC)ccc23)cc1,13,1.5,1,0.4
Cc1cccc(C(=O)n2sc(=O)c3ccccc32)c1,18,-8.8,-31,0.2
Cc1ccc(OCCn2ccnc2)c(Cl)c1,6,-0.1,-8,-0.2
Cc1c(C(=O)N2CCCC2)oc2ccc(S(=O)(=O)N3CCCC3)cc12,-3,0.8,9,-0.1
COc1ccccc1CC(=O)Nc1ccc2ccccc2c1,0,1.0,-28,-0.1
COc1cc(/C=C(/NC(=O)C2CCCCC2)C(=O)N2CC3CC(C2)c2cccc(=O)n2C3)cc(OC)c1OC (configuration not stated),6,0.3,7,0.0
CCOC(=O)C1=C(c2ccccc2)OC(N)=C(C#N)C1c1ccc(Cl)s1 (configuration not stated),-5,-0.4,0,-0.1
CCCc1oc(C(=O)O)cc1CN(CC)CC,20,1.7,6,0.1
CCn1ncc(CN2CCN(Cc3ccc(OC)c(C)c3C)C(CCO)C2)c1C (configuration not stated),1,0.0,13,0.2
O=C(NCc1ccc2c(c1)OCO2)c1cccc(Cl)c1Cl,-2,-0.9,-2,-0.1
O=C(CN1C(=O)C2C3C=CC(C3)C2C1=O)NCCC1=CCCCC1 (configuration not stated),12,-1.2,-12,0.0

# Bioassay records from PubChem BioAssay.
